CCHF vOTU inh = CCHFV vOTU protease inhibition; Pep-AMC fluorescence; inhibition, % at 11.5 µM; 370,000 tested, 0.55% active; AID 651958; in the data active = inhibition above about 30%; note: 0% = vehicle wells with enzyme and 100% = no enzyme wells
MazF activator = MazEF (E. coli) toxin RNase activation; P0AE70; 350,000 tested, 0.32% active; activation, % at 20 µM; FAM/BHQ RNA-DNA oligo cleavage fluorescence, 5 h; in the data active = activation above about 50%
Target sequence (P0AE70 whole entry, looked up): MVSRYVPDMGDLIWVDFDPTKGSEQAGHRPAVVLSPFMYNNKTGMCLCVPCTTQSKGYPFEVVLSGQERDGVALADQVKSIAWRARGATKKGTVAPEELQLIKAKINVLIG
PrPC TRFRET = reduces human prion protein on the cell surface | cell surface PrPC, TR-FRET read-out | inhibition, % at 13.8 µM | 370,000 tested, 0.43% active; in the data active = inhibition above about 24%; note: 0% = median of the test wells and 100% = reference compound wells
PriA SSB inh = blocks PriA binding to SSB C-terminal tail; AlphaScreen SSBct-PriA binding, biotinylated peptide; inhibition, % at 33 µM; 430,000 tested, 0.6% active; in the data active = inhibition mostly above about 37%, no sharp cut-off; inactive = mostly below about 20%;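 note: plate controls were negative control peptide for no effect and reference peptide for full effect; strong numbers were not always called active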
VHR inh abs = DUSP3 (human) phosphatase inhibition | recombinant VHR phosphatase, pNPP absorbance | inhibition, % at 13.3 µM | 290,000 tested, 0.52% active | AID 1654; in the data active = inhibition above about 50%; note: some compounds called inactive have numbers as strong as hits
Target sequence (P51452 whole entry, looked up): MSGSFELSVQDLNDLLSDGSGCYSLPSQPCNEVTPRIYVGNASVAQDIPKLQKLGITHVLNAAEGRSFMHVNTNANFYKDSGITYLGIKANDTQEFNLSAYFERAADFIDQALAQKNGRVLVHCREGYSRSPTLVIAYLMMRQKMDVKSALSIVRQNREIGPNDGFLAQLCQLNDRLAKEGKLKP
Rv3671c inh = inhibitors of M. tuberculosis serine protease Rv3671c | P9WHR9 | inhibition, % at 5.96 µM | 320,000 tested, 0.048% active | AID 2606; in the data active = inhibition above about 38%;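 note: extracellular domain of Rv3671c used as enzyme; 0% = enzyme with DMSO and 100% = no enzyme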
Target sequence (P9WHR9 whole entry, looked up, the tested form may be a part): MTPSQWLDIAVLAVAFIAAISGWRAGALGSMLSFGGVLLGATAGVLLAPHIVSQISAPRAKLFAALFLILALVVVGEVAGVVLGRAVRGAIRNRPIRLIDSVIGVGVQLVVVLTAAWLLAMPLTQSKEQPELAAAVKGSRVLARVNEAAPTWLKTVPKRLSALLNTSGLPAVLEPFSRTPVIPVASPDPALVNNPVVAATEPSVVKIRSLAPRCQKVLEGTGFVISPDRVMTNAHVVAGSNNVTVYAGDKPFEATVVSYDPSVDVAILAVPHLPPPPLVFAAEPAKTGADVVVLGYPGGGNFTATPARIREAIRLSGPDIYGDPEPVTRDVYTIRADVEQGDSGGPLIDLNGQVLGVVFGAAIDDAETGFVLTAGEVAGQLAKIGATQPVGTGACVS
BoNT F protease = inhibitors of Botulinum neurotoxin F light chain protease | Multiplex microsphere protease cleavage assay, flow cytometry | inhibition, % at 10 µM | 360,000 tested, 0.22% active | AID 588497; in the data active = inhibition above about 35%, passing the limit was not always enough; inconclusive = no clear call, values can overlap the other calls; note: plate controls were buffer without enzyme for full effect and enzyme alone for no effect
BoNT-A LC inh2 = inhibitors of Botulinum neurotoxin A light chain protease. AID 588499. multiplex microsphere protease substrate cleavage, flow cytometry. inhibition, % at 10 µM. 360,000 tested, 0.17% active; note: plate controls were buffer without enzyme for full effect and enzyme alone for no effect
Anthrax LF inh2 = anthrax lethal factor protease inhibition. P15917. multiplex microsphere protease cleavage assay, LF. inhibition, % at 10 µM. 360,000 tested, 0.12% active. AID 588501; note: plate controls were buffer without enzyme for full effect and enzyme alone for no effect
3CLpro inhibitor = SARS-CoV 3CLpro protease inhibition; inhibition, % at 6 µM; 290,000 tested, 0.14% active; P0C6X7; recombinant SARS-CoV 3CLpro, quenched FRET peptide cleavage; in the data active = inhibition above about 12%
Active calls of the source: *; ? = inconclusive; nt = no result given. Cut-off read from the data, not from the text of the source, unless noted: active = inhibition above about 30%; inconclusive = no clear call, values can overlap the other calls; inactive = below that. Only part of the results is shown. The share of hits here may be higher or lower than overall.

A first look (three entries):
SMILES	CCHF vOTU inh	MazF activator	PrPC TRFRET	PriA SSB inh	VHR inh abs	Rv3671c inh	BoNT F protease	BoNT-A LC inh2	Anthrax LF inh2	3CLpro inhibitor
CCN(C(=O)CSc1ccc2ccccc2c1)C1CCS(=O)(=O)C1 (centres undefined)	-0.9	4.0	-5.6	-9.0	21.2	-2.3	-4.7	-0.6	0.8	2.1
Nc1c(-c2ccccc2)cnc2ncnn12	-6.5	-5.9	7.0	-7.5	27.0	4.0	1.4	0.4	5.9	-4.7
CN(C)CCN(C)Cc1ccccc1Sc1cccc2ccccc12	-7.0	13.8	-0.9	14.3	4.2	-1.1	-6.3	-0.6	-4.4	-1.4

Results, from the first entry:
SMILES	CCHF vOTU inh	MazF activator	PrPC TRFRET	PriA SSB inh	VHR inh abs	Rv3671c inh	BoNT F protease	BoNT-A LC inh2	Anthrax LF inh2	3CLpro inhibitor
CCN(C(=O)CSc1ccc2ccccc2c1)C1CCS(=O)(=O)C1 (centres undefined)	-0.9	4.0	-5.6	-9.0	21.2	-2.3	-4.7	-0.6	0.8	2.1
Nc1c(-c2ccccc2)cnc2ncnn12	-6.5	-5.9	7.0	-7.5	27.0	4.0	1.4	0.4	5.9	-4.7
CN(C)CCN(C)Cc1ccccc1Sc1cccc2ccccc12	-7.0	13.8	-0.9	14.3	4.2	-1.1	-6.3	-0.6	-4.4	-1.4
O=C(CCN1CCOCC1)NCc1ccccc1	5.6	-6.1	-0.9	-11.9	5.8	-8.2	-5.8	-2.0	-2.4	-2.2
O=C(c1cccc(S(=O)(=O)NCc2ccccc2)c1)N1CCN(c2ccc(F)cc2)CC1	-4.4	5.5	3.8	5.2	nt	-4.3	-9.5	-0.3	-7.6	nt
CCc1nnc(NS(=O)(=O)c2ccc(N/C=C\C(=O)c3ccc(F)cc3)cc2)s1	14.5	-2.0	-0.8	3.5	13.8	-0.4	-0.2	0.3	-6.5	2.8
COc1ccc(CCC(=O)Nc2ccc(OC)c(S(=O)(=O)N3CCCCC3)c2)cc1	-9.1	17.0	9.7	-16.4	nt	-5.4	1.6	2.6	-3.2	nt
COc1ccc(Nc2oc(-c3ccc(F)cc3)nc2C#N)cc1	-6.4	9.0	-1.4	-0.6	-11.0	-6.7	nt	nt	nt	1.3
CC(=O)COc1cccc2ccc(/C=C/c3ccc(Br)s3)nc12	6.0	-3.4	-2.0	-81.0	8.8	-10.0	-5.6	-0.4	3.1	1.0
C[C@H]1CN=C(Nc2ccccc2)N1CCc1ccccc1	-2.4	6.1	0.3	-9.9	nt	-1.1	-3.9	0.2	-1.4	nt
O=C(NNC(=O)c1ccc2c(=O)n3c(nc2c1)CCC3)c1ccc(F)cc1	6.2	2.3	1.1	-4.9	nt	4.9	-4.2	0.4	-2.7	nt
CC(/C=C/c1ccccc1)=N\NC(=O)c1cc(C)[nH]n1	1.4	6.3	3.0	nt	17.9	4.0	-4.5	-1.8	-2.2	-1.0
Cn1ccc2c(-c3ccc(CO)cc3)cc3c(c21)C1CCC3O1 (centres undefined)	-46.4	nt	5.2	nt	nt	nt	1.0	0.1	0.9	nt
COC(=O)COc1ccc(S(=O)(=O)N2CCCCC2)cc1[N+](=O)[O-]	6.1	6.6	0.2	-19.6	-6.4	2.0	-4.0	-0.9	0.9	0.0
CCOc1ncccc1C(=O)OC(C)C(=O)Nc1ccc(N2CCOCC2)cc1 (centres undefined)	8.9	-0.5	-3.8	3.5	nt	6.1	2.1	1.5	9.3	nt
O=C(COC(=O)/C=C/c1cccc(Cl)c1)Nc1ccc2[nH]c(=O)[nH]c2c1	1.2	5.9	-2.6	0.8	nt	-4.7	-7.5	2.6	-0.6	nt
O=C(CSc1n[nH]c(=O)[nH]c1=O)Nc1ccc2c(c1)C(=O)c1ccccc1C2=O	-6.8	-8.2	-10.2	12.7	96.3	-1.6	-3.1	1.6	-1.3	4.1
CC1=N/C(=C\c2ccc([N+](=O)[O-])cc2)C(=O)N1c1cc(Cl)ccc1C	20.5	4.9	-28.0	-10.4	7.3	-13.1	5.8	10.5	15.0	-2.1
CC(C)CCn1c(=O)c2ccccc2n2c(CN(C)Cc3ccccc3)nnc12	-9.8	-4.7	11.4	-7.0	24.1	-1.2	17.5	0.7	0.5	-2.6
Nc1ncnc2c1ncn2[C@@H]1O[C@H](C(=O)N2CCC[C@@H]2C(=O)OCc2ccccc2)[C@@H](O)[C@H]1O	1.7	nt	2.7	nt	nt	nt	6.1	-0.3	0.1	nt
CCN(CC)C(=O)C1=C(C)N(CCC2=CCCCC2)C(=O)C(CC(=O)NCCc2ccccn2)C1 (centres undefined)	23.9	-3.2	1.0	nt	nt	nt	-3.2	-0.3	-3.5	nt
Cc1ccccc1C#CC1=CC(=O)CC(C)(C)C1	21.9	4.7	3.7	nt	nt	nt	1.0	-0.3	-2.5	nt
OC(c1ccccc1)c1nc(-c2csc3ccccc23)cs1 (centres undefined)	0.8	nt	1.8	nt	nt	nt	-2.7	-0.4	-2.9	nt
O=C(NCc1ccccc1F)C1CCCN1C(=O)Nc1cccc(F)c1 (centres undefined)	-2.6	14.9	10.0	-8.0	19.2	6.4	-12.1	1.2	13.7	0.7
CC(=O)c1cnc(-c2cccc(Cl)c2)s1	-4.6	17.5	-1.5	1.2	9.6	1.4	-0.6	-0.7	-1.4	5.6

Next section:
SMILES	CCHF vOTU inh	MazF activator	PrPC TRFRET	PriA SSB inh	VHR inh abs	Rv3671c inh	BoNT F protease	BoNT-A LC inh2	Anthrax LF inh2	3CLpro inhibitor
O=C(COc1ccc(S(=O)(=O)NC2CCCC2)cc1)N1CCCCCC1	12.4	-0.2	5.6	-10.8	-18.0	3.0	3.3	0.1	0.1	1.0
CCC(=O)c1ccccc1OCCCCn1cncn1	-14.1	4.3	-5.7	-8.9	-4.5	3.9	nt	nt	nt	-1.6
Cc1ccc(-c2noc(CN(C(=O)Cc3ccccc3)C(C)C)n2)cc1	-2.5	-9.1	5.6	-22.6	12.9	-3.5	5.3	?	0.7	8.0
O=S(=O)(NC(=S)NC1CCCCC1)c1ccccc1	-4.2	2.5	-5.6	-12.8	-7.0	0.3	-7.1	-1.1	-2.4	-4.4
O=C(c1ccccn1)c1conc1C(=O)c1ccc(Br)cc1	-2.5	1.3	2.6	-32.5	27.6	-8.8	5.9	1.3	-2.9	4.9
COc1ccc(CNc2nc(-c3ccccc3)nn2C(=O)c2ccc([N+](=O)[O-])cc2)cc1	0.1	4.3	0.1	-1.4	18.1	2.9	-0.3	0.1	1.1	5.4
CN(C)c1ccc(C(CNS(=O)(=O)c2ccc([N+](=O)[O-])cc2)N2CCOCC2)cc1 (centres undefined)	-7.0	-0.5	-17.8	-2.2	nt	-1.4	-4.5	-0.7	2.2	nt
CNC(=O)[C@H]1O[C@@H](n2cnc3c(NCc4cccc(I)c4)ncnc32)[C@H](O)[C@@H]1O	10.6	7.7	6.9	-5.4	nt	-3.6	-5.6	0.8	-0.4	nt
COc1ccccc1NC(=O)c1ccc2nc(-c3ccccc3)c(-c3ccccc3)nc2c1	-12.2	-4.3	-4.0	3.9	-7.8	-2.4	2.4	?	-4.7	-0.9
COc1ccc(-c2n[nH]c3c2CN(C(=O)c2ccc(OC)c(OC)c2)CC3)cc1	13.8	4.9	12.0	1.9	77.6	-2.6	-0.9	0.7	-0.9	-3.7
CCCc1[nH]nc2c1C(c1cccc(OC(=O)c3ccco3)c1)C(C#N)=C(N)O2 (centres undefined)	-6.8	-4.9	-1.3	-7.2	9.7	-1.6	1.9	3.1	1.0	1.2
Cc1ccc(NC(=O)C(=O)NCC2CCCN2S(=O)(=O)c2cccs2)c(C)c1 (centres undefined)	1.8	5.2	-3.0	-6.1	nt	0.7	?	5.3	1.5	nt
C/C(=N\NC(=O)c1c(C)nc2ccccn12)c1ccc(O)cc1O	11.4	-136.5	11.1	nt	23.1	35.9	2.4	1.3	1.2	1.8
CCCNC(=O)c1ccc2c(=O)c(O)c(-c3ccc(Cl)c([N+](=O)[O-])c3)[nH]c2c1	8.1	9.1	-10.6	-23.1	30.1	5.7	-13.5	0.0	-10.6	nt
COCC(=O)N1CCCC(C)(C(=O)Nc2cccc(Oc3ccccc3)c2)C1 (centres undefined)	-5.3	nt	-6.3	nt	nt	nt	4.4	0.0	1.5	nt
CCOC(=O)c1c(C)[nH]c(C(=O)OCC(=O)N2CCCC2=O)c1C	-1.0	-1.7	1.1	2.3	nt	-7.1	4.5	-1.2	4.3	nt
CCOc1ccc(OCC)c(NC(=O)CN(c2ccc(C)cc2)S(=O)(=O)c2c(C)noc2C)c1	13.2	0.6	-5.4	-20.1	5.7	7.4	-3.2	-0.7	-6.0	4.3
O=C1NC(=O)N(c2ccc(Br)cc2)C(=O)/C1=C/c1ccsc1	0.8	-6.2	1.9	-7.5	29.5	-12.3	-1.4	-0.7	-1.2	-1.3
CCn1ccnc1CN1CCN(CCC(C)C)C(CCO)C1 (centres undefined)	-2.4	-8.9	-0.7	-9.0	20.4	1.8	1.4	-0.7	-0.8	-1.8
O=c1[nH]c(-c2ccccc2F)nc2c1sc(=S)n2Cc1ccccc1	3.3	-11.2	3.8	-3.0	38.8	-7.4	3.2	-0.3	-0.6	-2.1
CC(C)(C)NC(=O)c1ccccc1NC(=O)C1CC(=O)N(C2CCCCC2)C1 (centres undefined)	6.9	-8.5	-4.2	-11.0	17.1	-0.2	9.9	-0.4	10.2	-3.5
COc1cc(CNc2ncnc3c2ncn3[C@H]2CN(Cc3ccc(-c4ccccc4)cc3)C[C@@H](CO)O2)cc(OC)c1OC	6.6	nt	-10.5	nt	nt	nt	1.5	0.2	-4.2	nt
COc1ccc(NC(=O)CC(NC(C)c2ccccc2)C(=O)O)cc1 (centres undefined)	11.7	4.2	-0.1	-21.0	-9.9	-2.2	6.1	2.2	0.3	4.2
CCN(c1ccc(NC(=O)c2ccc(Cl)nc2)cc1)C(C)C	1.7	-2.3	2.2	-2.6	1.2	4.1	0.1	-0.1	-5.3	-3.1
O=C(c1cc(S(=O)(=O)N2CCCCC2)c(Cl)cc1N1CCOCC1)N1CCOCC1	-10.6	7.3	-7.2	1.3	19.4	-1.4	6.8	0.5	-6.0	7.5

More compounds:
SMILES	CCHF vOTU inh	MazF activator	PrPC TRFRET	PriA SSB inh	VHR inh abs	Rv3671c inh	BoNT F protease	BoNT-A LC inh2	Anthrax LF inh2	3CLpro inhibitor
O=C(Nc1ccc([N+](=O)[O-])cc1)c1ccc(S(=O)(=O)N2CCCC2)cc1	3.5	8.4	3.3	-2.3	24.0	5.5	-3.2	0.7	-2.2	7.0
Cn1cccc1/C=C1\SC(=S)N(CC(=O)O)C1=O	16.9	10.7	-22.7	-2.9	2.9	6.6	9.0	-0.1	-3.5	0.7
O=C(NCc1ccccc1)c1onc(CSc2ccc(F)cc2)c1C(=O)NCCCN1CCOCC1	7.5	4.0	-10.0	5.3	10.4	-2.5	11.1	-0.4	-1.0	-0.1
Cc1cccc(C)c1NC(=O)Cn1nnc(-c2ccc(N3CCOCC3)cc2)n1	-2.6	-13.6	-2.7	-1.8	14.2	-12.0	-2.9	-1.7	-1.7	2.5
CC(C)C[C@H]1CN([C@@H](CC(C)C)CN2CCC[C@@H]2CN2C(=O)C(=O)NC[C@@H]2Cc2ccccc2)C(=O)C(=O)N1CC1CCCCC1	-4.0	1.9	6.2	9.5	nt	nt	-1.1	-0.7	-3.6	nt
CCCOc1ccc(NC(=O)CC2C(=O)N(CC)C(=S)N2CCCN2CCN(Cc3ccccc3)CC2)cc1 (centres undefined)	-1.3	4.6	-11.9	9.0	20.7	3.1	-7.7	-1.1	-2.8	-4.7
O=C(Cc1cccs1)Nc1cc(SCCO)cc([N+](=O)[O-])c1	-1.7	5.7	-24.2	2.4	33.1	3.0	-4.5	0.0	0.0	2.7
O=C1c2ccccc2NC(c2ccccc2)N1NS(=O)(=O)c1ccccc1 (centres undefined)	-9.8	-6.9	4.3	-23.2	24.3	-3.2	-4.6	-0.3	-1.6	6.3
NC(C(=O)O)C1ON=C(Cl)C1O (centres undefined)	1.6	4.6	-1.1	-11.6	nt	nt	-2.8	0.3	0.4	nt
